# MC4R antagonist – MC4R antagonists of cAMP signaling, primary screen, cell-based, TR-FRET, antagonist arm of biased-ligand search; 0.48% of 360,000 active; AID 540295, 2011; Melanocortin receptor 4 (Homo sapiens), P32245; inhibition, % at 6.5 µM; MC4R-expressing cells, MTII-stimulated cAMP, LANCE TR-FRET;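 active = inhibition above its plate's cutoff, the mean of tested wells on that plate plus 3 SD, cut at about 29% in these data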;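 also: 0% = Melanotan II alone and 100% = Melanotan II plus saturating MCL0020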
# Target sequence (P32245 whole entry, looked up): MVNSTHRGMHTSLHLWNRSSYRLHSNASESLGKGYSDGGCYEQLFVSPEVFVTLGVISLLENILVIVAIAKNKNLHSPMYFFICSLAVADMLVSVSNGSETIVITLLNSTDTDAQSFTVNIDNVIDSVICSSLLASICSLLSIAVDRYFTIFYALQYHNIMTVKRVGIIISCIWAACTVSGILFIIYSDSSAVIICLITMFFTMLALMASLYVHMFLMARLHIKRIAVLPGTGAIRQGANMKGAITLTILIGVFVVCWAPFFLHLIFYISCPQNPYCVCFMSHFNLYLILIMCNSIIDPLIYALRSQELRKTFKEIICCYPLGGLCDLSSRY
#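 System: U2OS cells stably expressing human melanocortin 4 receptor (MC4R). Reagent: Melanotan II challenge after compound preincubation. Doses: 6.5 µM. Times: 30-min compound, 1-h challenge, 1-h detection, room temperature. Measured by: TR-FRET with Eu-cAMP and labeled anti-cAMP, 671 nm. Replicates: singlicate.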
# ABHD5-PLIN5 inh – ABHD5-PLIN5 interaction inhibitors, primary screen, cell lysate, split luciferase complementation, luminescence. Perilipin-5 (Homo sapiens) + 1-acylglycerol-3-phosphate O-acyltransferase ABHD5 (Homo …. Split G. princeps luciferase complementation, 4 h. inhibition, % at 4 µM. 0.78% of 360,000 active. AID 602281, 2012;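 active = inhibition above the mean inhibition across every tested compound plus 3 SD, cut at about 22% in these data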;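 also: 0% = DMSO only wells and the 100% control is not disclosed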
# NOD2 RIPK2 PPI – NOD2-RIPK2 binding disruptors in cells, primary screen, fluorescence, CHO cells, BLA complementation; Receptor-interacting serine/threonine-protein kinase 2 (Homo sapiens), O43353; CCF4 ratio; inhibition, % at 4.98 µM; 0.38% of 360,000 active; in the data active = inhibition above about 21%;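 also: 0% = vehicle only and 100% = reference blocker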
# ABCB6 inh 2 – ABCB6 transporter inhibitors, primary screen, K562-ABCB6 cells, flow cytometry, MLPCN library. K562-ABCB6 porphyrin accumulation, 1 h; stronger effect = lower value. 0.19% of 360,000 active. fluorescence ratio to DMSO, % at 10 µM. ATP-binding cassette sub-family B member 6 (Homo sapiens), Q9NP58;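 active = fluorescence ratio to DMSO below 75%, the collection mean minus 3 SD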;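 also: signal is porphyrin accumulated inside mitochondria; 100% equals median channel fluorescence of DMSO control wells; lower ratio means ABCB6 inhibition with less porphyrin fluorescence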
# N-glyco inh – increase of ERlucT glycosylation luciferase signal, primary screen, N-linked glycosylation inhibitor project, D54 ERlucT cells, luminescence, set 2; D54 ERlucT glycosylation luciferase reporter, 24 h; percent of 100 nM tunicamycin response; reporter increase, % at 12.5 µM; 0.23% of 360,000 active;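 active = mean luciferase reporter signal, scaled so untreated is 0 and the glycosylation-blocking control 100, at or above a set limit in every replicate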;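 also: luciferase carries N-glycosylation sites so blocking glycosylation raises the light; 0% = median of neutral control wells and 100% = median of 100 nM tunicamycin wells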
# SRC2 inh – inhibition of GAL4-SRC2 driven luciferase reporter, primary screen, SRC2 inhibitor project, cell-based, luminescence. Nuclear receptor coactivator 2 (Homo sapiens), Q15596. HEK293 GAL4-SRC2 luciferase reporter. inhibition, % at 9 µM. 0.17% of 370,000 active. AID 651957, 2012;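 active = inhibition above the mean inhibition of all tested compounds plus 3 SD, set per campaign, cut at about 52% in these data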;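 also: 0% = DMSO treated cells and 100% = cells given Gossypol at 36 µM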
# MC4R ag barr – MC4R agonists recruiting beta-arrestin, primary screen, cell-based, luminescence, agonist arm of biased-ligand search. U2OS MC4R beta-arrestin complementation; percent of melanotan II response, DMSO zero. activation, % at 8.9 µM. 0.98% of 360,000 active;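 active = activation above a per-plate cutoff, the mean activation of sample wells on that plate plus 3 SD, cut at about 8% in these data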
# H9c2 protect – cardioprotection against H2O2-induced cell death, primary screen, uHTS, H9c2 cells, ATPLite luminescence; H9c2 cardiomyocytes, H2O2 injury protection, 2 h; 0.63% of 360,000 active; protection from H2O2 cell death, % at 20 µM;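 active = compounds giving at least 50% protection of heart cells from peroxide-induced death in the single-dose screen, raw or plate-pattern-corrected value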;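 also: 0% = DMSO wells with peroxide and 100% = DMSO wells without peroxide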
# TLR9-MyD88 block – inhibitors of TLR9-MyD88 association in cells, primary screen, cell-based, CHO, BLA complementation, fluorescence; inhibition, % at 4.98 µM; CCF4 FRET ratio; Toll-like receptor 9 (Homo sapiens) + Myeloid differentiation primary response protein …; 0.21% of 340,000 active;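 active = inhibition above the mean over all tested compounds plus 3 SD, cut at about 21% in these data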;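 also: 0% = DMSO only wells and 100% = clavulanate BLA inhibitor control wells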
# m5-HT2A agonist – mouse Htr2a agonists via beta-arrestin recruitment, primary screen, cell-based, luminescence; 5-hydroxytryptamine receptor 2A (Mus musculus), P35363; activation, % at 7.6 µM; CHO-K1 mHTR2A beta-arrestin complementation; percent of 30 µM serotonin response; 0.66% of 360,000 active;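 active = activation above a run cutoff, the mean activation of all tested compounds plus 3 SD, cut at about 14% in these data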;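 also: 0% = plate median of compound wells and 100% = 30 µM serotonin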
# Target sequence (P35363 whole entry, looked up): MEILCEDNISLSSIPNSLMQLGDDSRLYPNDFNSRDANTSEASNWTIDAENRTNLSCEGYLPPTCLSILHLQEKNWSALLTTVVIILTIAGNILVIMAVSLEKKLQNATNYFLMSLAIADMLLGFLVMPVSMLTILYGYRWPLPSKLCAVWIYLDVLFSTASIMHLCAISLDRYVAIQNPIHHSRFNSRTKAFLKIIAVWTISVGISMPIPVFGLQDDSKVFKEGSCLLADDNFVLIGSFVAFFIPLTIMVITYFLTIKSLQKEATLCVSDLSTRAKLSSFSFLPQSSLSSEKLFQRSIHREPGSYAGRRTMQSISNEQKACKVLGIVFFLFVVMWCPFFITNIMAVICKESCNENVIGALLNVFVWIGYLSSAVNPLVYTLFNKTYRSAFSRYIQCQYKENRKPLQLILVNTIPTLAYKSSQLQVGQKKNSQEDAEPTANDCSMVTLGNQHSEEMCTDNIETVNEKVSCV
# Starred values were filed as active, the others as inactive; / = not tested or not shown.
item	Structure	MC4R antagonist	ABHD5-PLIN5 inh	NOD2 RIPK2 PPI	ABCB6 inh 2	N-glyco inh
1	COc1cc(/C=C2\CCC(C3CCCC3)C2=O)ccc1OC(C)C (configuration not stated)	25	7	3	98	-2
2	Cc1ccc(NP(=O)(c2ccc(N(C)C)cc2NC(=O)c2cccs2)N2CCOCC2)cc1 (configuration not stated)	0	4	-10	101	-3
3	COc1ccc(CCCNC(=O)C2Cc3c(-c4ccc5c(c4)OCO5)ccnc3O2)cc1 (configuration not stated)	-7	7	4	100	16
4	CCCCCN(C(=O)CCC(=O)OCC(=O)N1CCC(C)CC1)c1c(N)n(CCCC)c(=O)[nH]c1=O	1	-4	1	95	1
5	CCOC(=O)N/N=C(C)/C=C/c1ccco1	-4	4	-1	101	1
6	Cc1cc2c(ncn2C)c(NS(=O)(=O)c2ccc(Cl)cc2)c1C	-6	4	-3	98	0
7	Cc1ccc(S(=O)(=O)N2CCN(C(=O)COC(=O)c3ccccc3Cl)CC2)c(C)c1	3	1	-2	97	2
8	C/C=C(\C)C(=O)NCCN1C2=NC[C@H](C)N2C[C@@H]1Cc1ccc(OC)cc1	7	9	-5	98	0
9	CCCCOc1ccc(C(=O)N/C(=C/C=C/c2ccccc2)C(=O)NC)cc1	2	7	-4	99	2
10	NCCCC[C@@H]1NC(=O)c2cc([N+](=O)[O-])cc(F)c2NCCCC[C@@H](C(N)=O)NC(=O)[C@H](CCC(N)=O)NC1=O	-4	5	-6	101	3
11	CC(NCc1cc(Br)ccc1OCC(=O)NCc1ccccc1)c1ccccc1 (configuration not stated)	2	7	8	93	-9
12	Cc1cc(NC(=O)C(C)SCC(=O)Nc2ccccc2OC(F)F)no1 (configuration not stated)	-3	2	1	95	0
13	O=C(CCCC(=O)OCC(Cl)=C(Cl)Cl)Nc1cccc(F)c1	-3	2	-1	89	1
14	COc1ccc(OC)c(-c2cc(C(=O)N3CCOCC3)no2)c1	-1	7	-8	91	2
15	OC(c1ccc(-c2ccccc2)cc1)c1ncc(-c2ccccc2Cl)[nH]1 (configuration not stated)	7	-9	0	105	0

item	SRC2 inh	MC4R ag barr	H9c2 protect	TLR9-MyD88 block	m5-HT2A agonist
1	3	1.5	-4	-4	3
2	23	1.1	-2	-3	9
3	7	0.2	8	/	-2
4	10	-3.6	8	-19	-4
5	1	-0.3	4	-11	-16
6	-9	-5.6	6	-7	-3
7	4	2.1	-8	-6	17*
8	1	-1.2	7	-4	0
9	8	-0.3	-17	4	-1
10	-19	-2.3	6	-6	4
11	-8	-0.4	-22	-5	-8
12	-26	-1.1	-1	6	1
13	4	-0.7	-9	7	-3
14	0	-2.2	8	6	0
15	0	-1.3	-7	/	1

# (next part)
item	Structure	MC4R antagonist	ABHD5-PLIN5 inh	NOD2 RIPK2 PPI	ABCB6 inh 2	N-glyco inh
16	CCN(CC(=O)Nc1ccc(NC(C)=O)cc1)C(=O)c1cc2c(s1)CCCCC2	-4	1	-3	101	-1
17	C=CCn1cc([N+](=O)[O-])nc1C	-6	10	-3	94	-1
18	N/C(=N\OC(=O)c1ccc(Cl)cc1)c1ccccn1	-3	0	12	93	-20
19	NC(=O)c1cc2cc(Cl)ccc2oc1=O	9	2	-3	93	0
20	O=C(O)c1ccc(/C=N/NC(=O)c2ccc(NS(=O)(=O)c3cccs3)cc2)cc1	17	5	-5	105	1
21	CC(=O)NC(c1ccc(F)c(F)c1)c1nc(-c2ccc(C)c(C)c2)cs1 (configuration not stated)	2	-3	-4	98	-1
22	CC[C@@H](C)[C@@H]1CN([C@@H](C)CN2CCC[C@H]2CN2C(N)=NC[C@H]2CC(C)C)C(=N)N1CCCC1CCCC1	0	-1	-13	101	0
23	Cc1cc(/C=C2/SC(=S)N(c3cccc(C(F)(F)F)c3)C2=O)c(C)n1-c1cccnc1	2	0	5	356	-7
24	COc1ccc(Cl)cc1C(=O)Nc1ccccc1N1CCCCC1	9	-5	-3	99	-1
25	Cc1nc2sccn2c(=O)c1Br	2	-4	-5	108	2
26	CSc1nc2nc3c(cc2c(=O)n1-c1ccc(C)cc1)COC(C)(C)C3	-7	7	3	91	0
27	CCOC(=O)C1=C(COC(=O)/C=C/c2ccccc2)NC(=O)NC1C (configuration not stated)	15	7	-3	101	0
28	CC1CN(C(=O)CN2C(=O)c3ccccc3C2=O)CC(C)O1 (configuration not stated)	-4	0	-9	159	1
29	C=CCN1C(=O)CS/C1=N\N=C\c1cccc([N+](=O)[O-])c1	9	1	-8	89	1
30	COc1cc(-c2cnc3c(NC=O)cc(-c4ccsc4)cn23)cc(OC)c1OC	-54	3	-8	123	9

item	SRC2 inh	MC4R ag barr	H9c2 protect	TLR9-MyD88 block	m5-HT2A agonist
16	17	2.0	-5	-2	1
17	0	2.9	9	7	6
18	19	-0.2	-24	2	4
19	-21	0.1	1	-7	2
20	24	2.1	-1	-2	5
21	-5	0.6	-7	/	-2
22	9	-1.7	1	1	-5
23	/	-2.7	-17	4	0
24	5	-1.9	-7	6	-3
25	18	-0.7	2	-41	-2
26	-9	2.0	4	0	4
27	4	0.5	32	7	-6
28	-26	-1.0	-3	10	5
29	5	1.1	10	4	0
30	20	2.8	56*	/	5

# (continued)
item	Structure	MC4R antagonist	ABHD5-PLIN5 inh	NOD2 RIPK2 PPI	ABCB6 inh 2	N-glyco inh
31	CCOC(=O)CCC(=O)OCC(=O)NC(C)C1CC2CCC1C2 (configuration not stated)	7	-2	-9	100	2
32	Cc1cc(OC(=O)c2ccc(S(=O)(=O)N(C)C)cc2)cc(=O)o1	1	0	0	111	1
33	CN1C(=O)/C(=C2\SC(=S)N(C(CCC(=O)O)C(=O)O)C2=O)c2ccccc21 (configuration not stated)	11	5	-4	95	1
34	O=C(O)/C=C/c1ccc(-n2ccnc2)cc1	2	5	-12	99	1
35	Cc1nn(-c2ccccc2)c(C)c1NC(=O)COC(=O)c1cc(Cl)ccc1O	11	-2	-11	102	0
36	CCOc1cc(/C=N/O)cc(Cl)c1OC	4	-1	-6	91	-1
37	COc1ccc(N(CC(=O)NCCC(C)C)C(=O)c2snc(C(=O)NC3CCCCC3)c2N)c(OC)c1	-3	0	4	95	-6
38	COC(=O)C1CC2(C(=O)OC)CC(C(=O)OC)(CC(C(=O)OC)C2=O)C1=O (configuration not stated)	-4	-1	-8	97	1
39	Cc1ccc(-c2cc(C(=O)NCCc3ccccn3)c3ccccc3n2)c(C)c1	2	1	-5	95	0
40	Cc1ccc2nc3[nH]c(=O)[nH]c(=O)c3c(N)c2c1	-8	-5	4	95	8
41	CCN(CC)CCNC(=O)COc1ccc(Cl)cc1Cl	-1	5	-2	92	-2
42	N#Cc1nc(-c2ccc(F)cc2)oc1NCc1cccc2c1OCO2	3	-10	-5	104	0
43	COc1ccc(S(=O)(=O)N(C)C[C@H]2Oc3ccc(NC(=O)Nc4c(C)noc4C)cc3C(=O)N([C@H](C)CO)C[C@@H]2C)cc1	5	-3	-6	98	4
44	COc1cc(N=Nc2ccc3ccccc3c2)ccc1O	7	2	9	96	-1
45	Cc1ccc2occ(/C=C/C(=O)c3ccccc3O)c(=O)c2c1	7	3	7	126	0

item	SRC2 inh	MC4R ag barr	H9c2 protect	TLR9-MyD88 block	m5-HT2A agonist
31	-26	1.4	2	-1	-2
32	-28	-2.9	-1	-7	2
33	5	0.0	6	3	-4
34	-35	0.9	-2	6	-1
35	-21	-2.2	3	-4	5
36	-1	-1.5	1	-18	-5
37	23	-1.6	-5	-4	5
38	17	-2.3	6	6	1
39	-4	-1.6	0	-10	-4
40	-4	-0.7	-11	0	1
41	9	-0.7	0	0	0
42	14	5.6	-21	-9	-1
43	-17	0.0	2	3	-4
44	-73	-2.9	-10	0	-8
45	-15	-1.9	5	3	-3

# A draw from above in order of formula weight, descending.
item	Structure	MC4R antagonist	ABHD5-PLIN5 inh	NOD2 RIPK2 PPI	ABCB6 inh 2	N-glyco inh
37	COc1ccc(N(CC(=O)NCCC(C)C)C(=O)c2snc(C(=O)NC3CCCCC3)c2N)c(OC)c1	-3	0	4	95	-6
38	COC(=O)C1CC2(C(=O)OC)CC(C(=O)OC)(CC(C(=O)OC)C2=O)C1=O (configuration not stated)	-4	-1	-8	97	1
36	CCOc1cc(/C=N/O)cc(Cl)c1OC	4	-1	-6	91	-1

item	SRC2 inh	MC4R ag barr	H9c2 protect	TLR9-MyD88 block	m5-HT2A agonist
37	23	-1.6	-5	-4	5
38	17	-2.3	6	6	1
36	-1	-1.5	1	-18	-5

# Further compounds:
item	Structure	MC4R antagonist	ABHD5-PLIN5 inh	NOD2 RIPK2 PPI	ABCB6 inh 2	N-glyco inh
46	CCOCCCNC(=O)C1CC(=O)N(CCc2ccccc2)C1 (configuration not stated)	7	1	-2	97	1
47	CC(=O)NCCC1CCCCN1Cc1nc(Cc2cccc(C(F)(F)F)c2)no1 (configuration not stated)	7	-4	-12	102	1
48	CC1=C(C(=O)OCCOC(C)C)C(c2cccc3ccccc23)NC(=O)N1 (configuration not stated)	-5	0	-7	97	0
49	CCN(CC)CCNC(=S)Nc1ccc2nc(N3CCCC3)cc(C)c2c1	9	5	7	101	3
50	COc1ccc(CCNC(=O)CC2SC(N)=NC2=O)cc1OC (configuration not stated)	-1	4	-11	101	0
51	Cc1ccc(C(=O)N/C(=C\c2sccc2C)C(=O)NCc2ccncc2)cc1	-1	0	4	101	2

item	SRC2 inh	MC4R ag barr	H9c2 protect	TLR9-MyD88 block	m5-HT2A agonist
46	2	-1.0	3	3	4
47	15	-1.1	7	3	0
48	-6	0.6	-5	-6	1
49	-20	3.2	8	0	-3
50	17	-1.2	1	-2	6
51	-6	-1.1	-3	-1	-1

# Compound activity from PubChem BioAssay.

# An excerpt; the hit share may differ from the screen's.
